# Screens deposited in PubChem BioAssay by NCI.
# cln2 rad14 – NCI yeast anticancer drug screen, S. cerevisiae cln2 rad14 strain; actives 8.3% (n = 78,000); AID 165; growth inhibition, % at 50 µM;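 further: 0% = growth of vehicle-only cultures of the same strain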
#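 Readout is yeast growth inhibition versus vehicle-treated controls, using a strain with cln2 and rad14 alterations exposed to compound.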
# yeast mlh1 rad18 – NCI yeast anticancer drug screen, S. cerevisiae mlh1 rad18 strain | AID 175 | actives 11% (n = 79,000) | growth inhibition, % at 50 µM;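 further: 0% = growth of vehicle-only cultures of the same strain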
#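 Read-out is yeast growth inhibition, calculated against vehicle-only controls. The compound was applied to a strain engineered with DNA damage repair alterations.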
# yeast sgs1 mgt1 – NCI yeast anticancer drug screen, S. cerevisiae sgs1 mgt1 strain; growth inhibition, % at 50 µM; actives 10% (n = 78,000); AID 161;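 further: 0% = growth of vehicle-only cultures of the same strain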
#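 This yeast growth screen uses a strain with defined DNA-repair lesions; compound-treated growth is compared with vehicle-treated growth.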
# yeast bub3 – NCI yeast anticancer drug screen, S. cerevisiae bub3 mutant strain. growth inhibition, % at 50 µM. actives 9.9% (n = 78,000). AID 167;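 further: 0% = growth of vehicle-only cultures of the same strain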
#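 Steps: expose the mutant yeast strain to compound; grow alongside vehicle-treated cultures; measure growth; express inhibition against the vehicle cultures.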
# mec2-1 – NCI yeast anticancer drug screen, S. cerevisiae mec2-1 strain; growth inhibition, % at 50 µM; actives 9% (n = 79,000);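 further: 0% = growth of vehicle-only cultures of the same strain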
#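 Compounds were applied to mec2-1 yeast cells. Their growth was then compared with that of vehicle-treated cultures to give growth inhibition.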
# rad50 – NCI yeast anticancer drug screen, S. cerevisiae rad50 strain; % growth inhibition at 50 µM; actives 10% (n = 79,000); AID 155;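 further: 0% = growth of vehicle-only cultures of the same strain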
#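 Growth of the mutant yeast was measured after compound exposure and referenced to vehicle-treated cultures.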
# * hit, by the source's call; x = no result given; & = joins results of further samples. No stated cut-off is given here; in the data, active means growth inhibition above about 70%; inactive means the rest. An unsorted share of the library; 14% or so of the library scored in one or more.
SMILES,cln2 rad14,yeast mlh1 rad18,yeast sgs1 mgt1,yeast bub3,mec2-1,rad50
CC(C)=CC(C)(O)c1nc2ccccc2s1 (stereo not drawn),-7,5,7,1,22,-3
O=C1C=C(Nc2ccccc2N=C2C(N3C4=CCc5ccccc5C4=Nc4ccccc43)=CC(=O)c3ccccc32)C(=O)c2ccccc21,0,13,-19,0,2,-1
Cc1c2ccccc2nc(CSCCC(C)C)[n+]1[O-],-7,15,6,46,3,-9
c1ccc(N=C2SC(c3ccccc3)(c3ccccc3)c3ccccc32)cc1,-10,-10,-32,-13,-28,-18
FC(F)(F)c1cccc(Nc2ccc3cnc4ccccc4c3c2)c1,92*,93*,97*,95*,95*,95*
CCOC(=O)c1ccc(NP(=O)(Nc2ccc(C(=O)OCC)cc2)c2ccc(N)cc2)cc1,-66,4,-2,1,-17,-6
COC(=O)N/N=C/c1oc(-c2ccccc2)c(-c2ccccc2)c1[N+](=O)[O-],21,-8,16,-10,-13,-2
O=C1c2ccccc2-c2c1c1ccccc1c(=O)n2-c1cccnc1,32,-9,26,6,7,63
COc1cccc(-c2nc(SCC(N)=O)[nH]c(=O)c2C#N)c1,12,14,14,18,2,6
CCC1(N=[N+]=[N-])C(=O)c2ccccc2N(c2ccccc2)C1=O (stereo not drawn),3,-19,-19,-1,-13,-13
COc1ccc([N+](=O)[O-])cc1NC(=O)Nc1ccc(C(=O)OCC(C)C)cc1,57,75*,68,45,70*,49
CC(=O)CCC1(c2cc[n+](C)cc2)CCC(C)(O)C(C(C)=O)C1 (stereo not drawn),3,9,22,-4,0,32
COc1cc(OC)c(N=Nc2c(O)n(C)c(=O)n(C)c2=O)cc1Cl,4,1,15,11,-18,6
CC(=O)NNc1nc(C)c(C(/C=C/c2ccc([N+](=O)[O-])cc2)=N/NC(N)=O)s1,17,10,24,9,-13,24
CN(C)CCSCC(=O)N1c2ccccc2Sc2ccccc21,-41,-5,-6,3,-8,-8
Cc1ccc(S(=O)(=O)OCC2OC3(COS(=O)(=O)c4ccc(C)cc4)OC(C)(C)OC3C2O)cc1 (stereo not drawn),-42,-14,-14,0,10,-26
NC1CCCCCCC1,1&-4,3&1,4&1,4&10,2&-5,6&5
CCC(Cc1cnc2nc(N)nc(N)c2n1)c1ccc(C(=O)NC(CCC(=O)O)C(=O)O)cc1 (stereo not drawn),-12,-14,2,-23,19,-9
CC(C)(c1ccccc1)c1ccc(OC#N)cc1,-17,2,-8,-22,-15,-11
CC(C)N(C(C)C)S(=O)(=O)c1ccccc1C(O)(c1ccccc1)c1ccccc1,-7,6,39,-1,-1,48
C=CCc1cc(C(=O)C(=O)c2cc(CC=C)c(OC(C)=O)c(OC)c2)cc(OC)c1OC(C)=O,7,8,6,-6,7,3
O=C1/C(=C\c2ccccc2)CN(C(=O)CCN2CCCCC2)C/C1=C/c1ccccc1,90*,89*,90*,91*,93*,90*
Cn1c(N2CCCC2)c(C=O)c(=O)n(C)c1=O,21,-15,9,-11,1,4
COc1ccc(CCCNC(=O)Cc2ccccc2CO)cc1OC,-1,-48,-3,-10,-47,22
Nc1ncnc2c1ncn2C1OC(C[Se](=O)c2ccccc2)C(O)C1O (stereo not drawn),22,12,-3,-1,6,15
CC(=O)Nc1ccc(NC(C)=O)c2c1C(=O)c1ccccc1C2=O,2,24,-10,-19,-24,6
CCO/C=N\Nc1ccc2nnc(Cl)n2n1,-20,4,-2,-3,-6,12
N#CC(CC(=O)c1ccccc1)c1ccccc1 (stereo not drawn),-29,-7,-19,-14,5,-10
COc1cc(CNc2cnc3ccc(N)cc3n2)cc(OC)c1OC,0,5,-7,-12,-13,-11
COc1cc(O)c(C(=O)c2ccccc2)cc1S(=O)(=O)O,1,15,-8,-13,-19,-6
CC(NP(=O)(c1ccccc1)c1ccccc1)c1ccccc1 (stereo not drawn),15,-16,-22,11,-6,-36
Cc1ccnc(NCc2ccccn2)c1,0,-2,17,1,4,7
O=c1c2cc3c(cc2c2cccc4c2n1CCC4)OCO3,42,54,25,20,23,71*
CC/C(=C(/O)c1ccccc1)c1nc2ccc(Cl)cc2[nH]c1=O,-1,18,-10,7,-7,11
O=C1c2ccccc2-c2nc3ccccc3nc21,3,67,-24,-14,-35,-21
CC(C)([NH-])C[NH-].O=C(O)CCO.[Pt+2],18,14,-3,9,-9,28
C=C1C(=O)OC2C/C(C)=C/CC/C(C)=C/CCC3(COC(C)=O)OC3CC12 (stereo not drawn),92*,93*,94*,93*,94*,93*
N/C=N/S(=O)(=O)c1ccc(NC(=O)COC(=O)c2cccc3c(=O)c4ccccc4[nH]c23)cc1,15,-9,-53,-13,7,-29
Oc1ccc(O)c(CN2CCOCC2)c1,-18,8,-6,12,-9,-4
COc1cc([N+](=O)[O-])c(F)cc1F,-20,-3,0,9,1,0
CC1=C(C#N)C(=C(C#N)C#N)OC1(C)Cc1ccccc1 (stereo not drawn),9,33,25,3,6,8
Cc1cc(=O)n2c([nH]c3ccccc32)c1N=Nc1ccccc1,21,1,3,-16,-2,0
CCCC1(c2ccccc2)C2C(=O)NC(=O)C1C(=O)NC2=O (stereo not drawn),0,4,5,3,9,1
CSc1nc(SC)c2nc(SC)n(-c3ccccc3)c2n1,-10,-3,8,4,-16,-3
S=C1NC(c2ccccc2)Nc2ccccc21 (stereo not drawn),-40,4,-6,-13,16,6
O=[S@@]1Nc2ccc(Br)cc2S1,10,-2,14,10,21,10
S=C(N/N=C1/CCCC/C1=N/NC(=S)N1CCOCC1)N1CCOCC1,91*,91*,91*,91*,94*,90*
C=CC1CCC(C=C)C(C=C)C1 (stereo not drawn),15,30,-5,-18,-58,2
OCCc1ccccn1,-30,11,-11,-15,-4,6
CC(=O)Nc1cc(C)ccn1,-35,19,11,-3,1,1

# Remaining list, next part
SMILES,cln2 rad14,yeast mlh1 rad18,yeast sgs1 mgt1,yeast bub3,mec2-1,rad50
Cc1cn(C2CC(OC(c3ccccc3)(c3ccccc3)c3ccccc3)C(COC(c3ccccc3)(c3ccccc3)c3ccccc3)O2)c(=O)[nH]c1=O (stereo not drawn),9,-31,-9,9,-17,-21
Cc1ccc(N=Nc2c(-c3ccccc3)nn(C(=O)CC(=O)Nc3ccc(Cl)cc3)c2-c2ccccc2)cc1,17,10,5,64,28,29
Cc1ccc(S(=O)(=O)NCCN(C)C)cc1,17,-8,-14,3,-10,-4
CCC(S)(C(N)=O)c1ccccc1 (stereo not drawn),-27,-18,-8,-5,-10,3
Clc1ccc(C2SCc3nc4ccccc4n32)cc1Cl (stereo not drawn),96*,95*,98*,97*,98*,97*
O=C(NCCCCCCNC(=O)NCc1ccco1)NCc1ccco1,-16,-20,-28,0,-28,-23
CCCC(=O)c1c(NOC2OC(COC(C)=O)C(OC(C)=O)C(OC(C)=O)C2OC(C)=O)nc(OC)n(C)c1=O (stereo not drawn),18,1,-47,-8,19,-11
CSC(=S)NN=C(c1ccccc1)c1ccccc1,54,82*,70,86*,39,56
CC(=O)Nc1cccc(C)c1,3,2,-11,-2,6,4
CN(C)CCNC(=O)Cc1cc(O)c2c(c1O)C(=O)c1ccccc1C2=O,55,82*,81*,16,23,75*
NNC(=O)N/N=C(/CC1(O)C(=O)Nc2ccc(Br)cc21)c1ccccc1 (stereo not drawn),10,94*,90*,81*,84*,88*
Cc1ccc2c(c1)C1(SC(C)C(=O)N1c1ccc(Cl)cc1)C(=O)N2CN1CCOCC1 (stereo not drawn),-17,30,0,16,6,19
COc1cc2c(c([N+](=O)[O-])c1)NC(=O)C(C)S2 (stereo not drawn),29,4,-19,2,-34,-11
Cc1ccc(S(=O)(=O)O)c2c([N+](=O)[O-])cccc12,-32,-23,-11,-10,7,-9
N=C(N)C(N=Nc1ccccc1)C(N)=O (stereo not drawn),-35,-9,-9,-13,-28,-1
CCOC1CCC=CO1 (stereo not drawn),29,40,39,-22,4,-10
O=[N+]([O-])C(C(Cl)=C(Cl)Cl)=C(N1CCCCC1)N1CCCCC1,-22,-14,-13,-19,-20,-48
CC(=O)Oc1cccc(OC(=O)Nc2ccc(C)c(NC(=O)Oc3cccc(OC(C)=O)c3)c2)c1,19,35,10,0,23,26
O=C(N[C@H](CO)[C@H](O)c1ccc([N+](=O)[O-])cc1)C(Cl)Cl,10,11,29,36,-4,25
COc1ccc2ccc3c(c2c1)C(=O)C(CC(N)=O)C3 (stereo not drawn),0,15,-11,-4,1,2
CSc1ccc(/C=C/c2ccnc3ccccc23)cc1,-12,8,21,5,15,12
N#CC(=S)Nc1ccc(Cl)c(Cl)c1,-36,32,23,-2,28,-5
CCOC(=O)Oc1cc2ccsc2c2c1c1ccccc1n2C(=O)OCC,6,39,8,6,4,2
COc1cc(C2=NCCO2)cc(OC)c1OC,62,4,-4,1,-6,9
CCCCCCCCCCCCCCCCNc1ccn(C2CC(OP(=O)(O)OCC3OC(n4cc(CC)c(=O)[nH]c4=O)CC3O)C(CO)O2)c(=O)n1 (stereo not drawn),39,16,58,12,13,42
Cn1c(=O)c2snnc2n(C)c1=O,-10,-17,-3,3,-3,-3
OC(CCN1CCC2CCC(C2)C1)c1ccc(Cl)cc1 (stereo not drawn),-5,-8,30,17,0,15
Clc1ccccc1Br,1,-8,5,2,-11,3
BrC(c1ccccc1)(c1ccccc1)c1ccccc1,-5,-25,-19,-30,-43,-31
Cc1c(Cl)cccc1NC(=O)Oc1ccc(F)cc1Cl,7,-5,-2,18,-3,-1
CN(C)NC(=S)C(F)(F)F,44,77*,98*,38,57,96*
O=C(CCn1ccnc1)N1CCN(c2ccccc2)CC1,-51,10,2,-4,-5,12
CC(C)(C)CC(C)(C)NC(=S)NO,6,-66,8,1,5,6
Cn1c(SCc2ccc([N+](=O)[O-])cc2)nnc1C12CC3CC(CC(C3)C1)C2,18,-10,-10,21,-11,-16
Cn1c(=O)oc2cc(C3CCC(=O)N3Cc3csc(-c4ccccc4)n3)ccc21 (stereo not drawn),-3,-16,11,-1,4,-10
OC(COc1ccc(Cl)cc1Cl)CN1CCCC1 (stereo not drawn),5,18,18,-23,12,10
NCCOB1c2ccccc2Cc2ccccc21,99*,99*,-4,99*,99*,46
COc1c(OC(C)=O)c(OC(C)=O)cc2c1-c1ccc(SC)c(=O)cc1C(NC(C)=O)CC2 (stereo not drawn),-25,x,-29,-34,4,23
O=Cc1ccc2c3c(cccc13)CC2,-12&-8,-15&7,-2&-1,-6&-4,19&-5,12&-10
COc1ccccc1OCCOc1ccccc1OC,-39,9,-8,-2,-12,5
Cc1cc(C)nc(NS(=O)(=O)c2ccc(NCN3C(=O)c4ccccc4C3=O)cc2)n1,14,-2,-3,2,-20,-15
O=C(O)CCn1c(=O)n(CCC(=O)O)c(=O)n(CCC(=O)O)c1=O,-14,-4,0,4,-6,2
CC(C)=CCC/C(C)=C\CC/C(C)=C/CO,-26,-42,-40,-47,-78,-52
Fc1ccc(C2=NOC3COC4C=CC=CC4OCC23)cc1 (stereo not drawn),-9,-42,-23,-45,-35,-29
Cc1coc2ccccc2c1=O,-8,-23,-28,-27,-41,-22
O=C(O)C(Cc1ccccc1)c1ccccc1 (stereo not drawn),-21,3,-12,9,-12,-39
